esBAF inh: blocks esBAF chromatin remodeling in mouse ES cells | Bmi1-luciferase knock-in reporter, 24 h; 100% = twice the neutral-well signal | reporter increase, % at 12.5 µM | hit rate 2% among 350,000 | AID 602393; in the data active = activation above about 40%;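 also: 0% = median of the plate's neutral control wells and 100% = double that signal; a rise in the Bmi1 reporter signal indicates esBAF inhibition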
ARNT-TACC3 inh: disrupts binding between human ARNT and TACC3. hit rate 0.66% among 390,000. inhibition, % at 9.99 µM. AlphaScreen His-ARNT PAS-B/GST-TACC3 binding, luminescence; TACC3 fragment carries E629A point mutation;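 active = mean inhibition of replicates at least 50% and at least half of replicates each reaching 50%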;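 also: 0% = complete ARNT plus TACC3 wells and 100% = ARNT alone without TACC3; many hits fall short of the cut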
miR122 inh: blocks miR-122 activity in Huh7 sensor cells | Huh7 miR-122 Renilla luciferase sensor, 48 h; neutral wells = 0, positive control = 100 | activation (reporter increase), % at 12.5 µM | hit rate 0.3% among 340,000;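 active = mean replicate activation score at least 90 and every replicate individually at or above 90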;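 also: higher luciferase means less miR-122 activity so hits act as miR-122 inhibitors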
ERp5 inh: blocks human ERp5 reductase activity on insulin; ERp5 insulin aggregation, absorbance 650 nm, 90 min; Q15084; inhibition, % at 9.99 µM; hit rate 0.05% among 350,000;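 active = mean replicate inhibition above about 25%, with every replicate also reaching it, limit read from the data, passing the limit was not always enough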
Target sequence (Q15084 whole entry, looked up): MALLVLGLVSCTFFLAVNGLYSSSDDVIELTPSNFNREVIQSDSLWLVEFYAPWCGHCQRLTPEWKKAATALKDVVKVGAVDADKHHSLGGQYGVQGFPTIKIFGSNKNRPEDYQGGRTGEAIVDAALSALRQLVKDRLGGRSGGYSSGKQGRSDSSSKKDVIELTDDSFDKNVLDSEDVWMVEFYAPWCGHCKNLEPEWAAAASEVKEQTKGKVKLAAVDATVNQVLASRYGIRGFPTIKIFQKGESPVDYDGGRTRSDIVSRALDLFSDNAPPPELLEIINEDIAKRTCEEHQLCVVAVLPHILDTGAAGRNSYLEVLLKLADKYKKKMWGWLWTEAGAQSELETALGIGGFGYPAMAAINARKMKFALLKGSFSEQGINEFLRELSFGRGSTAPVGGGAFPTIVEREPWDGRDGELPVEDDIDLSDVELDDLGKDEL
Cneo AK release: causes C. neoformans cell lysis | hit rate 0.2% among 360,000 | AID 651654 | lysis activity, % at 15 µM | adenylate kinase release luminescence, 4 h; normalised: neutral wells 0, clomiphene wells 100;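 active = mean lysis activity across replicates of at least 80%, whatever share of replicates individually reach that level; inactive = mean lysis activity below 80%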
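Signal: Adenylate kinase release luminescence | Assay system: Log-phase Cryptococcus neoformans yeast cells | Input: Cells at 5 × 10^6 per mL | Buffer or medium: Fresh YPD growth medium | Compound: Single dose | Schedule: Static 4 h at 37 °C with compound, 1 h detection | Controls: Clomiphene | Read-out: Luminescence rise reflecting yeast cell lysis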
SIRT5 inh: blocks human SIRT5 desuccinylation of peptide | Q9NXA8 | Purified SirT5, succinyl-peptide AMC, trypsin-coupled fluorescence | inhibition, % at 15 µM | hit rate 1.1% among 330,000 | AID 652115; in the data active = inhibition above about 15%
Target sequence (Q9NXA8 whole entry, looked up): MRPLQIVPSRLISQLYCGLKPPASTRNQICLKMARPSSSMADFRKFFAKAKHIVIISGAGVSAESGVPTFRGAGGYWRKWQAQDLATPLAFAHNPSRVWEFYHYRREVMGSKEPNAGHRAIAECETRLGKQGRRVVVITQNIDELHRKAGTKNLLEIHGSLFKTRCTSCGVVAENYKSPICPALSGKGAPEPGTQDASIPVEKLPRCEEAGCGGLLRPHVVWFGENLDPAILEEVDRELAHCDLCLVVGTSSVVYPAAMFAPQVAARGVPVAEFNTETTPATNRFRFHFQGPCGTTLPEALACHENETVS
C2C12 statin: suppression of simvastatin myotoxicity | C2C12 myotubes + simvastatin, ATP luminescence, 48 h; scaled: DMSO 0, geranylgeraniol control 100 | hit rate 0.78% among 330,000 | rescue of ATP level, % at 7.49 µM;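 active = mean ATP rescue above about 67%, or every replicate alone reaching that limit, limit read from the data, passing the limit was not always enough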;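 also: myotubes were challenged with 10 µM simvastatin during compound exposure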
* = called active by the depositor; x = no result given; [ ] = another dose, or the depositor's remark.

SMILES	esBAF inh	ARNT-TACC3 inh	miR122 inh	ERp5 inh	Cneo AK release	SIRT5 inh	C2C12 statin
O=C(Nc1cccc(Cl)c1)C1C2C=CC3(O2)C1C(=O)N(CCN1CCCCC1)C3C(=O)NC1CCCCC1 (configuration not stated)	1	0	-18	-5	-2	-10	-23
CC(C)[C@H]1COCCS(=O)(=O)N1Cc1ccccc1-c1ccc(F)cc1	-3	0	-1	7	1	x	-9
Cc1cc(C)c2c(N)c(C(=O)NCc3ccco3)sc2n1	28	-6	-12	x	x	x	-10
CCCC#Cc1ccc([C@@H]2[C@H]3CN(C(=O)c4ccc5c(c4)OCO5)CCCCN3[C@H]2CO)cc1	x	-1	-12[16.7 µM]	0	0	1	x
O=C(c1ccc(Cl)cc1)N1CCN(S(=O)(=O)/C=C/c2ccccc2)CC1	8	x	x	1	4	-2	3
CCN(C(=S)NC(=O)c1ccco1)c1cccc2ccccc12	7	11	x	8	3	-3	2
O=C(c1cccc(F)c1)N1CC[C@H]2[C@H](CO)Nc3ccc(-c4cccc(F)c4)cc3[C@H]21	-1	9	-4[16.7 µM]	x	0	x	-11
CCn1c(=O)cc(OCC(=O)N2CCCCCC2)c2ccccc21	1	0	25	x	7	x	24
O=C(NCc1cccc(Cl)c1)C1CCC(=O)N(CCCN2CCOCC2)C1 (configuration not stated)	-8	34	-2	-3	7	-1	3
O=C(c1cccn(Cc2cccc(Cl)c2)c1=O)N1CCOCC1	6	-1	3	x	3	x	x
Cc1cc(O)c(C(C)C)cc1NC(=O)Cn1nc(C)c2ccccc2c1=O	3	15	9	x	0	x	0
CC(=O)Nc1nc(SCc2ccc(Cl)cc2Cl)n[nH]1	2	-6	0	x	1	x	-8
Cc1c(C(=O)N2c3ccccc3CC2C)oc2ccccc12 (configuration not stated)	85*	-9	35	4	-10	0	-32
CCn1c(SCC(=O)Nc2nc(C)c(C)s2)nc2cccnc21	15	x	3	-14	3	3	x
CC(=O)c1ccc(NC(=O)C(C)NCc2ccccc2Cl)cc1 (configuration not stated)	3	13	-3	4	0	-1	2
O=C(CCn1nc(-c2ccccc2)ccc1=O)N1CCCC1	x	-22	-2	1	-2	0	x
CC1=CC(=O)C=C(C)C1=NOc1ccc([N+](=O)[O-])cc1	x	-1	x	-3	x	-1	x
O=C(Nc1ccc(Cl)cn1)C1CCCN1S(=O)(=O)c1ccc(Cl)cc1 (configuration not stated)	-5	-2	-3	x	x	x	-7
NS(=O)(=O)c1ccc(NC(CNS(=O)(=O)c2ccccc2)c2ccccc2)cc1 (configuration not stated)	x	4	x	1	x	2	x
CN1C(=O)c2cc(NS(=O)(=O)c3ccc(Cl)cc3)ccc2OC[C@@H]2O[C@H](CC(=O)N3CCc4ccccc4C3)CC[C@@H]21	9	2	17[16.7 µM]	2	10	-1	-64
O=C(CCC(=O)NNC(=O)Nc1ccc(Cl)cc1)NCc1ccccc1	8	-7	20	4	0	-1	10
O=C(Nc1ccc(NC(=O)c2ccco2)c(Cl)c1)c1cccc([N+](=O)[O-])c1	x	-5	x	-3	x	0	x
CSc1cccc(NS(=O)(=O)c2ccc(C(C)=O)cc2)c1	6	-8	48	-2	x	0	-4
CCOc1cc(C(=O)NCCN2C(=O)S/C(=C\c3cccnc3)C2=O)cc(OCC)c1OCC	-1	1	-2	-5	x	6	0
Cc1ccc(Nc2nc(CSc3nnc(-c4ccccc4)n3C)cs2)cc1	20	5	-2	x	-11	x	-2
N#Cc1cccc(-c2ccc([C@@H]3[C@@H](CO)N4CCCCN(Cc5ccccc5F)C[C@@H]34)cc2)c1	-5	6	5[16.7 µM]	-2	13	2	4
CCCn1nc(Oc2nc(NC(C)C)nc(N(C)C)n2)ccc1=O	x	-1	x	-1	-1	2	x
CCC1(c2ccccc2)NC(=O)N(CC(=O)c2ccc3c(c2)OCO3)C1=O (configuration not stated)	0	2	x	2	2	-1	22
CCOC(=O)C1CCN(S(=O)(=O)c2ccc(NC(=O)OC)cc2)CC1	-4	8	6	x	0	x	2
Cc1cc(C)cc(NC(=O)C(=O)NCC2CCCN2S(=O)(=O)c2cccs2)c1 (configuration not stated)	4	-3	x	3	-2	6	2
CC1CCCC(C)N1C(=O)COC(=O)C12CC3CC(CC(Cl)(C3)C1)C2 (configuration not stated)	0	3	1	-5	2	-2	-5
COC(=O)c1ccccc1NC(=S)N1CCN(c2ccccn2)CC1	-6	3	5	2	x	3	10
COCCn1c(NC(=S)NC(=O)C2CC2)cc(=O)[nH]c1=O	-7	13	1	3	3	1	-2
C[C@H]1CN([C@@H](C)CO)C(=O)Cc2cc(NC(=O)CCC(F)(F)F)ccc2O[C@H]1CN(C)CC1CCCCC1	-4	2	-4[16.7 µM]	-1	14	6	13
COc1ccc(C(=O)Nc2ccc3c(c2)OC[C@@H](C)N(C)C[C@@H](C)[C@H](OC)CN(C)C3=O)cc1	5	x	1[16.7 µM]	x	x	x	-6
O=C(O)CSCC(=O)N1CCCN(c2ccc(C(F)(F)F)cn2)CC1	1	-5	-1	5	1	-7	-2
CC(Cc1ccccc1)NC(=O)CSc1nc2nc3c(cc2c(=O)n1-c1ccccc1)COC(C)(C)C3 (configuration not stated)	-4	3	-10	x	1	x	-9
CCOc1ccc2nc(NC(=O)CCn3cccc3)sc2c1	20	-4	5	3	1	-8	-18
CN1[C@@H]2Cn3c(ccc(-c4ccccc4)c3=O)[C@H]1[C@@H](C(=O)NCC1CC1)[C@@H]2CO	3	7	-3[16.7 µM]	-6	-1	-5	30
CCCCCNC(=O)C1CCC(Cn2c(=S)[nH]c3ccccc3c2=O)CC1 (configuration not stated)	2	26	-2	0	-6	-1	-1

A draw from above in order of SMILES length, ascending:
SMILES	esBAF inh	ARNT-TACC3 inh	miR122 inh	ERp5 inh	Cneo AK release	SIRT5 inh	C2C12 statin
CC(=O)Nc1nc(SCc2ccc(Cl)cc2Cl)n[nH]1	2	-6	0	x	1	x	-8
Cc1cc(O)c(C(C)C)cc1NC(=O)Cn1nc(C)c2ccccc2c1=O	3	15	9	x	0	x	0
CCOc1cc(C(=O)NCCN2C(=O)S/C(=C\c3cccnc3)C2=O)cc(OCC)c1OCC	-1	1	-2	-5	x	6	0

Additional entries follow.
SMILES	esBAF inh	ARNT-TACC3 inh	miR122 inh	ERp5 inh	Cneo AK release	SIRT5 inh	C2C12 statin
Cc1ccc(NC(=O)Cc2c(F)cccc2Cl)cc1S(=O)(=O)N1CCOCC1	x	-6	15	2	0	-2	-5
CCC(=O)N(C)C[C@H]1Oc2ncc(Br)cc2C(=O)N([C@H](C)CO)C[C@@H]1C	-2	21	18[16.7 µM]	-3	0	1	-18
CCCCNC(=O)NNC(=O)c1ccc(F)cc1	x	5	7	x	-1	x	x
COCCNc1nc(NCc2cccc(OC)c2OC)c2sccc2n1	-4	x	0	-7	-1	0	-21
O=C(C1CC1)N1CCN=C1SCc1cccc(C(F)(F)F)c1	x	0	11	x	4	x	x
O=C(N/N=C/c1ccccc1OCc1ccccc1)c1cccs1	26	1	5	x	0	x	-2
O=C(C[C@H]1C[C@@H]2c3cc(NS(=O)(=O)c4ccccc4)ccc3O[C@@H]2[C@H](CO)O1)NCC1CC1	-1	5	0[16.7 µM]	-7	0	-2	-10
COC(=O)c1ccccc1NC(=O)c1ccc(COc2cccc3ccccc23)o1	2	-10	-4	x	2	x	5
CN(C)c1ccc(/C=N/NC(=O)c2ccc(Cn3cc(Br)cn3)o2)cc1	33	-1	2	x	-2	x	-7
CCN(CC)CCNc1nc(-c2ccc(OC(F)F)cc2)c(C)s1	x	4	x	0	x	0	x
COc1ccccc1NC(=O)Cc1nnc(SCC(=O)Nc2ccccc2F)n1C	1	-3	-4	-4	2	2	-2
CCOC(=O)c1c(NC(=O)C2C3C=CC(C3)C2C(=O)O)sc2c1CCCC2 (configuration not stated)	4	-19	-6	2	x	-4	1
CC(=O)Nc1ccc(Sc2ccccc2C(=O)O)cn1	-4	0	-2	1	3	-2	4
COc1ccc(NC(=O)N2CCCCN3[C@H](CO)[C@H](c4ccc(-c5ccccc5C)cc4)[C@@H]3C2)cc1	x	27	-1[16.7 µM]	5	0	6	x
COc1ccc(NC(=O)/C(C#N)=C\c2cc(C)n(-c3ccc(Oc4ccc([N+](=O)[O-])cn4)cc3)c2C)cc1	9	3	x	-1	0	1	0
COc1ccccc1C(=O)Nc1ccc2c(c1)nc(CCNC(=O)c1ccccc1)n2C	3	6	29	-5	-1	-6	-56
CCN(CC)CCCN1C(=O)c2oc3ccccc3c(=O)c2C1c1cccc(OC)c1OC (configuration not stated)	-4	1	1	x	-1	x	41
CCCCOCP(=O)(CCCC)COCCCC	-6	-6	3	x	-6	x	-5
CCCn1c(CN2CCN(C(=O)OCC)CC2)nc2cc(NC(=O)C(C)C)ccc21	10	6	x	2	2	3	-11
C[C@H]1CN([C@@H](C)CO)C(=O)c2cccc(NC(=O)C3CCCCC3)c2O[C@H]1CN(C)S(=O)(=O)c1ccc(F)cc1	-7	1	-6[16.7 µM]	2	4	4	-43
O=c1[nH]c(/C=C/c2ccc([N+](=O)[O-])cc2)c([N+](=O)[O-])c(=O)[nH]1	-3	-2	-7	0	1	10	6
COc1ccc(C2CC(c3ccc([N+](=O)[O-])cc3)=NN2C(=O)c2ccccc2)cc1OC (configuration not stated)	-4	2	x	6	-1	0	x
CC(=O)c1cccc(N(CC(=O)Nc2cc(C)cc(C)c2)S(C)(=O)=O)c1	x	30	x	-10	x	13	x
C[C@@H]1CCCCO[C@H](CN(C)S(=O)(=O)c2cccs2)[C@H](C)CN([C@@H](C)CO)C(=O)c2cc(NC(=O)CCCN(C)C)ccc2O1	10	1	7[16.7 µM]	1	0	-4	x
C[C@H](CO)N1C[C@H](C)[C@@H](CN(C)Cc2ccccc2)Oc2ccc(NC(=O)CCN3CCOCC3)cc2C1=O	2	-2	8[16.7 µM]	-2	40	1	-8
CCOC(=O)C1CCCN(C(=O)Nc2cccc(Cl)c2)C1 (configuration not stated)	10	-7	0	x	-4	x	-5
CCOC(=O)C1CCN(C(=O)c2ccccc2)c2scc(-c3ccccc3)c2C1=O (configuration not stated)	x	x	x	-2	2	-5	x
C[C@@H]1CN([C@@H](C)CO)C(=O)Cc2cc(NC(=O)CCC(F)(F)F)ccc2O[C@H]1CN(C)S(=O)(=O)c1ccc(F)cc1	3	-11	1[16.7 µM]	8	-3	-4	20
CCOC(=O)c1c(C)[nH]c(C(=O)CN2C(=O)NC(C)(CC(C)C)C2=O)c1C (configuration not stated)	x	0	x	-2	x	-5	x
COc1cccc(C(=O)Nc2ccc3c(c2)OC[C@H](C)N(C)C[C@@H](C)[C@H](OC)CN(C)C3=O)c1	-2	-9	x	-1	9	-1	-1
CO[C@H]1CN(C)C(=O)c2cc(NS(C)(=O)=O)ccc2OC[C@@H](C)N(C(=O)C2CCCC2)C[C@@H]1C	-2	-13	-1[16.7 µM]	1	0	-5	2
CSc1nc2ccccc2s1	5	-11	2	5	0	1	4
COc1ccc(NCc2nnc(SCc3ccccc3)n2-c2ccc(OC)cc2)cc1	15	15	-3	x	8	x	x
CCOc1ccc2ncc(C(=O)c3ccc(OC)cc3)c(N3CCN(CC)CC3)c2c1	6	9	x	x	-2	x	5
CCCCn1c(SC(C)C(=O)c2ccc(OC)cc2)nc2cc(S(N)(=O)=O)ccc21 (configuration not stated)	-5	x	10	x	1	x	15
O=C(Cc1cccs1)NNC(=S)NCc1ccc(Cl)cc1	0	6	9	x	2	x	10
Cc1ccc2c(c1)c(C1=c3ccccc3=NC1=O)c(O)n2C	-1	-5	x	1	-1	-1	41

Pulled by compound from above:
SMILES	esBAF inh	ARNT-TACC3 inh	miR122 inh	ERp5 inh	Cneo AK release	SIRT5 inh	C2C12 statin
NS(=O)(=O)c1ccc(NC(CNS(=O)(=O)c2ccccc2)c2ccccc2)cc1 (configuration not stated)	x	4	x	1	x	2	x
O=C(CCn1nc(-c2ccccc2)ccc1=O)N1CCCC1	x	-22	-2	1	-2	0	x
CN1[C@@H]2Cn3c(ccc(-c4ccccc4)c3=O)[C@H]1[C@@H](C(=O)NCC1CC1)[C@@H]2CO	3	7	-3[16.7 µM]	-6	-1	-5	30
N#Cc1cccc(-c2ccc([C@@H]3[C@@H](CO)N4CCCCN(Cc5ccccc5F)C[C@@H]34)cc2)c1	-5	6	5[16.7 µM]	-2	13	2	4

Screens as filed in PubChem.
